Scp-1 inhibitor – inhibitors of human Scp-1 phosphatase; Recombinant Scp1, phosphopeptide, malachite green phosphate absorbance; inhibition, % at 20 µM; 340,000 tested, 0.88% active; AID 493091;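 active = inhibition above about 50% at 20 µM, limit read from the data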;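 also: plate controls were DMSO wells with enzyme for no effect and wells lacking enzyme for full effect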
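Test system: SCP-1 phosphatase catalytic domain, residues 76-261; measured by: colorimetric phosphate reagent with accelerator and stabiliser, absorbance at 630 nm; timing: enzyme reaction 45 min at room temperature, colour 5 min, stabilisation 30 min; also added: Phosphorylated 17-residue peptide substrate; compound dosing: one concentration, 20 µM, with 1.0% DMSO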
LMPTP inh – blocks human LMPTP phosphatase; recombinant LMPTP-A, OMFP fluorogenic substrate, fluorescence intensity; 360,000 tested, 0.22% active; inhibition, % at 20 µM; AID 651560; P24666;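 active = compounds that cut the enzyme signal by at least half of the control window in the single-dose screen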;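 also: plate controls were DMSO wells with enzyme plus substrate for no effect and substrate without enzyme for full effect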
Target sequence (P24666 whole entry, looked up): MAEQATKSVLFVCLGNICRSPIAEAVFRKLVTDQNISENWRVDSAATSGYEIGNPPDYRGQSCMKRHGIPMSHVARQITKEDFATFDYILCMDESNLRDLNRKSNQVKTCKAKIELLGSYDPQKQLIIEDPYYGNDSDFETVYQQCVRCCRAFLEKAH
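Test system – LMPTP-A enzyme · Amount – LMPTP-A at 0.625 nM final in the reaction · Buffer or medium – Bis-Tris pH 6.0, DTT, detergent · Reagent – OMFP 400 µM · Doses – single 20 µM dose · Schedule – reaction 50 min, room temperature, dark · Detection – fluorescence intensity of OMFP turnover product · Evaluation – percent inhibition versus substrate-only and uninhibited controls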
CSN deneddyl inh – CSN deneddylation inhibition | Q92905 | Purified CSN, SCF-Nedd8-OG deneddylation, fluorescence polarization | inhibition, % at 12.5 µM | 360,000 tested, 0.38% active | AID 651999;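 active = pattern-corrected inhibition above about 35%, with an unprinted fluorescence ratio check between 0.5 and 1.5, limit read from the data, passing the limit was not always enough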;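 also: 0% = enzyme with substrate and 100% = substrate without enzyme; some results filed as inactive read as strong as hits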
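Material: human Csn5 produced in HEK293T cells; Input: enzyme 0.24 nM; Reagent: SCFSkp2-Nedd8OG substrate at 10 nM final; Dosing: 12.5 µM compound; Incubation: 90 min reaction at room temperature; Detection: fluorescence polarization of the substrate; Evaluation: % inhibition of substrate cleavage by Csn5; Control set: substrate-only high control, full reaction low control.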
Rpn11 block – inhibitors of human proteasome Rpn11 | O00487 | human 26S proteasome, Ub4-pepOG fluorescence polarization; 20S core pre-blocked with epoxomicin | calls only at 20 µM | 360,000 tested, 0.59% active;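 active = inhibition at 20 µM, scaled to each plate's controls, above about 33%, limit read from the data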
SUMO1-SIM PPI – modulators of human SUMO1-mediated protein-protein interactions; P63165; SUMO1 binding to a labelled peptide, TR-FRET, 1 h; inhibition, % at 20 µM; 360,000 tested, 0.33% active; AID 602429; in the data active = inhibition above about 37%
Target sequence (P63165 whole entry, looked up): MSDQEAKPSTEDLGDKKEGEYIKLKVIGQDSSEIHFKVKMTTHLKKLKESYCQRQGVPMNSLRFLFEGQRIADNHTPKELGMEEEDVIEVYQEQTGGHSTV
DNMT1 block – DNMT1 (human) enzyme inhibition; P26358; DNMT1 molecular beacon, Hinp1I cleavage, fluorescence; inhibition (reported as % activation of signal), % at 10 µM; 360,000 tested, 0.83% active; in the data active = inhibition above about 50%
NadD inh – inhibitors of Staphylococcus aureus NadD; purified NadD enzyme, colorimetric absorbance read-out; 360,000 tested, 0.78% active; AID 602399; inhibition, % at 20 µM; in the data active = inhibition above about 26%; also: some compounds past the cut are filed as inactive
Rin1-Abl PPI inh – inhibitors of human Rin1-Abl protein interaction. 360,000 tested, 0.4% active. TR-FRET Rin1/Abl binding, biochemical. inhibition, % at 7.35 µM. P00519+Q13671; in the data active = inhibition above about 5%, passing the limit was not always enough
Neddylation inh – inhibitors of human cullin neddylation; calls only at 25 µM; 360,000 tested, 0.58% active; P61081+Q13564; TR-FRET cullin neddylation, biochemical; in the data active = inhibition above about 36%
Target sequence (P61081 whole entry, looked up): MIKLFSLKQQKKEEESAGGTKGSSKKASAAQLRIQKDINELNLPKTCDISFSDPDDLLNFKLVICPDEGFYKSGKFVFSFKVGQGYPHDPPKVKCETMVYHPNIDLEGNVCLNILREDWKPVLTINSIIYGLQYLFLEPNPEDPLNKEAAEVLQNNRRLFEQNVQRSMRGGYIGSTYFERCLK
Target sequence (Q13564 whole entry, looked up): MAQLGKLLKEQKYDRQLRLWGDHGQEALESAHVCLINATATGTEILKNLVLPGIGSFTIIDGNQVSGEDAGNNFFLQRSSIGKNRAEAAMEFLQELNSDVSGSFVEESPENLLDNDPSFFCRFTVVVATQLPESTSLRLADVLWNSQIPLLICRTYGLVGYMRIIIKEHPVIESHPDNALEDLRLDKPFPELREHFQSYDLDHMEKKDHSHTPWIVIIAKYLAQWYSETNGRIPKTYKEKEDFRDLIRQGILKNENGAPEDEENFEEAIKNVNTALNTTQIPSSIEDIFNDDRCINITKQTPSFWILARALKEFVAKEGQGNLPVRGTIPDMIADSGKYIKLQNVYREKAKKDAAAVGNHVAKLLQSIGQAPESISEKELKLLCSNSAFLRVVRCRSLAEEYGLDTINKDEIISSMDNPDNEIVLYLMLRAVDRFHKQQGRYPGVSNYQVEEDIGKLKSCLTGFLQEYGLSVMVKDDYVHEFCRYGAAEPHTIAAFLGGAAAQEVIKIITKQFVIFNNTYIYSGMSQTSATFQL
STEP inh – inhibitors of human striatal-enriched phosphatase STEP. 360,000 tested, 0.25% active. P54829. inhibition, % at 20 µM. recombinant STEP, OMFP fluorogenic substrate, fluorescence;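 active = inhibition at 20 µM, scaled per plate between control wells, above about 37%, limit read from the data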;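 also: 0% = DMSO with enzyme and substrate and 100% = substrate only without enzyme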
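Also added – OMFP at 25 µM · Test system – STEP tyrosine phosphatase · Technique – FITC-channel fluorescence of OMFP product · Schedule – 20 min at room temperature, dark · Evaluation – control-normalized % inhibition with plate pattern correction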
* hit, by the source's call; i = inactive; nt = not tested or not shown; + = active, no number.

The first 4 compounds (preview)
molecule	Scp-1 inhibitor	LMPTP inh	CSN deneddyl inh	Rpn11 block	SUMO1-SIM PPI	DNMT1 block	NadD inh	Rin1-Abl PPI inh	Neddylation inh	STEP inh
O=C(O)CSc1cc(C(=O)c2cc(F)ccc2O)cn2c(=O)c3c(-c4ccccc4)csc3nc12	-11.3	14.5	6.7	+	17.9	-0.5	19.3	-1.8	i	6.5
COc1ccc2cc3cc(C(=O)NCCCN4CCOCC4)oc3nc2c1	-7.2	1.8	-0.5	i	-16.1	5.4	0.3	-7.7	nt	-0.8
COc1ccc(CCNC(=O)CCC(=O)n2ncc3cc(C)ccc32)cc1OC	-8.5	-1.1	-0.9	i	3.3	-0.9	4.1	-1.4	i	1.4
Cc1cccc(Nc2cc(=O)n(C)c(=O)n2C)c1	nt	-1.8	-3.9	i	4.0	1.9	-4.9	-2.7	i	1.2

The whole of this part, from the start:
molecule	Scp-1 inhibitor	LMPTP inh	CSN deneddyl inh	Rpn11 block	SUMO1-SIM PPI	DNMT1 block	NadD inh	Rin1-Abl PPI inh	Neddylation inh	STEP inh
O=C(O)CSc1cc(C(=O)c2cc(F)ccc2O)cn2c(=O)c3c(-c4ccccc4)csc3nc12	-11.3	14.5	6.7	+	17.9	-0.5	19.3	-1.8	i	6.5
COc1ccc2cc3cc(C(=O)NCCCN4CCOCC4)oc3nc2c1	-7.2	1.8	-0.5	i	-16.1	5.4	0.3	-7.7	nt	-0.8
COc1ccc(CCNC(=O)CCC(=O)n2ncc3cc(C)ccc32)cc1OC	-8.5	-1.1	-0.9	i	3.3	-0.9	4.1	-1.4	i	1.4
Cc1cccc(Nc2cc(=O)n(C)c(=O)n2C)c1	nt	-1.8	-3.9	i	4.0	1.9	-4.9	-2.7	i	1.2
CCOc1ccc(S(=O)(=O)N2CCN(C(=O)c3cc([N+](=O)[O-])ccc3N3CCOCC3)CC2)cc1	-2.8	-0.3	4.1	i	-20.7	-1.8	3.9	0.6	i	0.1
COc1ccccc1-n1c(SCC(=O)Nc2ccccc2C)nc(O)cc1=O	-4.4	0.1	-6.7	i	6.0	1.7	3.0	-1.1	i	-0.3
C=CCn1c(O)c2ccc(C(=O)N=NC(=O)COc3ccc(OC)cc3)cc2c1O	-10.2	-0.3	-1.3	i	-22.3	-0.6	-2.9	1.1	i	2.4
CC(C)(C)OC(=O)C[C@H]1C/C=C\C[C@H](CC(=O)N[C@H](CO)Cc2ccccc2)C(=O)N[C@H](C(C)(C)C)COC1=O	5.4	1.1	-0.8	i	1.8	-3.8	1.3	1.6	i	-1.3
CCOCCCNC(=O)c1cc(Sc2nnc(C)s2)nc2ccccc12	-4.0	-1.7	3.4	i	-6.2	-0.4	-3.0	-2.7	i	5.5
N#Cc1c(-c2ccccc2)nc(SCC(=O)Nc2ccc(OC(F)(F)Cl)cc2)[nH]c1=O	-12.8	3.5	4.7	i	7.3	-6.8	3.8	-10.5	i	-3.2
CC1(NC(=O)C2CCN(C(=O)Nc3ccccc3)CC2)CCS(=O)(=O)C1 (centres undefined)	0.9	-1.2	-2.2	i	4.1	0.2	2.1	0.4	i	0.0
Cc1cc(C)nc(Sc2ccc([N+](=O)[O-])cc2[N+](=O)[O-])n1	-1.2	-0.7	-18.6	i	-18.0	15.6	-2.1	-5.8	i	-0.5
Cc1ccc(N(CC(=O)N2CCN(Cc3ccccc3)CC2)S(C)(=O)=O)cc1C	3.0	-1.7	-1.2	i	-2.5	-2.2	1.4	0.2	i	-5.8
CCOc1ccc(Nc2nc(Cc3nnc(SCC(=O)O)o3)cs2)cc1	36.5	1.0	5.0	i	29.6	3.0	9.6	4.1	i	2.5
O=C1CCN(Cc2ccc(Cl)cc2Cl)C(=O)N1	-3.8	-1.7	0.4	i	0.7	0.5	-1.0	1.8	i	-2.8
CC(C)[C@H](NC(=O)c1cccc(CN(Cc2ccccc2)C(=O)c2ccccc2)c1)C(=O)O	-3.8	5.4	5.1	i	0.6	-0.7	-6.6	-4.1	i	-2.7
CNc1ccc2ncc(-c3ccccc3NC(C)=O)n2n1	nt	-0.3	0.8	i	3.4	3.9	-0.8	2.7	nt	0.8
COc1ccc(Cc2nnc(SCC(=O)Nc3ccc(C)cc3C)[nH]c2=O)cc1	21.9	0.2	0.7	i	6.1	3.3	-1.5	-0.7	i	-0.3
COc1ccc(N2CCN(c3oc(Cc4cccc5ccccc45)nc3C#N)CC2)cc1	4.3	2.6	1.8	i	-1.6	-4.3	7.9	5.5	i	-1.1
Cc1ccc2nc(N3CCN(C(=O)c4ccco4)CC3)c3nncn3c2c1	-2.2	0.9	-0.5	i	-8.6	0.3	-0.1	-2.7	i	-0.5
CS(=O)(=O)c1ccc(CNC(=O)[C@]2(C(F)(F)F)C[C@H](CCc3ccccc3)CCCO2)cc1	0.8	1.4	3.8	i	-2.5	-2.8	-3.0	2.1	i	-1.2
COc1ccc(N2CCN(C(=O)NCc3cccc(OC)c3)CC2)cc1	-7.1	-1.6	1.8	i	-0.4	1.2	-1.0	2.4	i	0.5
COc1cccc(-n2nc(C(=O)N3CCN(Cc4ccccc4)CC3)c3ccccc3c2=O)c1	3.8	-1.4	2.9	i	0.9	4.6	-6.5	-1.7	i	0.5
CCOC(=O)[C@]12CCCC=C1N(Cc1ccco1)C(=O)[C@H](CC(=O)NCc1cccc(C(F)(F)F)c1)C2	nt	0.1	4.4	nt	1.4	nt	-4.1	nt	i	nt
COc1ccccc1-c1ccc2c(c1)O[C@@H](CN(C)C(=O)Nc1cccc(F)c1)[C@H](C)CN([C@H](C)CO)S2(=O)=O	nt	0.0	2.2	i	2.1	0.8	-1.4	-3.2	i	-2.1
Cc1ccc(S(=O)(=O)NCC(=O)OCC(=O)N2CC(C)OC(C)C2)cc1 (centres undefined)	-4.9	-0.9	0.3	i	-2.7	0.6	3.9	0.2	i	-2.5
CCn1c2ccccc2c2cc(NC(=O)c3cccc(OC)c3OC)ccc21	0.1	3.4	1.5	i	0.6	-5.3	-5.7	1.1	i	0.3
CCc1nc2ccc(C(=O)N(C)CC(=O)Nc3ccc(Cl)c(C(F)(F)F)c3)cc2nc1CC	-4.7	2.1	1.2	i	2.6	-19.0	-1.1	-0.7	i	-3.4
CC1(C)CC(=O)C(N=Nc2ccc(S(=O)(=O)N3CCOCC3)cc2)=C(O)C1	9.0	-1.0	-0.1	i	-42.7	-2.0	-7.1	-2.8	i	1.8
O=C1c2ccccc2C(=O)N1Cc1nc2ccccc2o1	-3.6	-0.8	-0.2	i	-4.1	3.7	-3.9	-2.8	i	-1.6
CC1CCN(CC(O)COc2ccc(C(=O)c3ccccc3)cc2)CC1 (centres undefined)	-2.2	-0.7	3.2	i	-1.2	-1.7	-12.3	-6.0	i	-0.2
NC(=O)C1CCN(c2oc(-c3cccs3)nc2S(=O)(=O)c2ccc(Cl)cc2)CC1	-2.7	0.9	2.5	i	-4.4	-2.8	-1.6	1.2	i	-1.0
Cc1ccc(NC(=S)N(Cc2cccs2)Cc2cc3cc(C)cc(C)c3[nH]c2=O)cc1	-10.7	0.0	-11.8	i	2.0	-0.2	17.0	-3.0	i	-1.1
CC(C)NC(=S)Nc1c(N)[nH]c(=O)[nH]c1=O	-4.1	-3.2	-2.9	i	-0.4	-5.2	-5.8	-4.1	i	-0.8
COC(=O)[C@H]1C[C@H]1[C@@H](NC(=O)c1cccnc1)c1ccccc1	0.8	-0.5	2.1	i	7.2	11.3	1.7	2.6	i	-2.5
CC(C)C[C@H](NC(=O)C1CCN(S(=O)(=O)c2ccccc2)CC1)C(=O)NCc1ccccn1	-6.2	-1.1	-0.8	i	4.0	1.0	-4.0	2.5	i	-2.3
O=[N+]([O-])c1cccnc1SCc1ccccc1	-10.0	2.0	0.8	i	-34.7	2.3	-6.8	-0.3	i	-0.3
COc1ccc(N2CCN(C(=S)Nc3cccc(C)c3C)CC2)cc1	0.3	9.2	-5.2	i	2.8	10.7	-0.2	0.4	i	-3.8
COCn1ccnc1C(O)(c1ccc(OC)cc1)c1ccc(OC)cc1	-4.8	0.4	-8.1	i	0.5	-2.1	1.8	1.9	i	-0.3
CC1=C(C#N)C(/C=N/OCc2ccc(F)cc2Cl)CC(=O)N1 (centres undefined)	-9.3	1.7	1.8	i	-3.8	0.6	-0.7	-2.5	i	-2.5
CC1(C)Cc2nc3nc(SCC(=O)Nc4ccccc4)nc(N)c3cc2CO1	-8.3	0.2	-1.0	i	3.9	0.3	-2.5	-0.4	i	3.2
CS(=O)(=O)c1ccc2nc(N)sc2c1	-5.0	-2.9	0.4	i	0.7	2.3	-0.7	-0.5	i	-3.1
Cc1ccc(N2CCN(S(=O)(=O)c3ccc4c(c3)NC(=O)C(C)C(=O)N4)CC2C)cc1 (centres undefined)	-6.5	-0.7	1.0	i	3.7	-1.4	-0.8	1.6	i	5.5
COc1cccc(NC(=O)Cc2ccc(C)cc2)c1	-5.2	0.8	0.1	i	-4.5	-2.3	-2.5	-1.7	i	-0.7
Cn1c(=O)c2c(nc(Oc3cccc(O)c3)n2C)n(C)c1=O	-6.0	-0.6	1.8	i	1.8	-2.6	-1.1	4.6	i	5.0
CC1=NN(C(N)=S)C(=O)C1N=Nc1cccc(C)c1 (centres undefined)	-1.8	0.2	0.0	i	-26.6	-0.5	6.9	-3.2	i	0.9
COc1cccc(NC(=O)CN(C)C(=O)/C=C/c2cn(-c3ccccc3)nc2-c2ccc(OC)c(OC)c2)c1	-17.9	6.5	0.4	i	-8.5	-26.8	-0.8	-1.2	nt	1.3
O=C(NCCS(=O)(=O)NCc1ccccn1)c1ccccc1	-0.4	-0.2	-1.4	i	1.9	1.4	-2.8	-0.2	i	-1.1
CCC(=O)Nc1ccc(NC(=O)CSc2nnc(-c3ccco3)n2C)cc1	-5.5	1.5	-4.1	i	-1.5	2.5	-6.9	-0.3	i	-1.8
CCOc1ccccc1NC(=O)CSc1nc2ccccc2nc1N1CCOCC1	-14.0	0.9	-2.7	i	-3.4	-2.0	-10.2	-1.3	i	-2.4
Cn1c(=O)c(C(=O)CCl)c(N)n(CC2CC2)c1=O	-2.3	0.5	-2.8	i	-0.9	0.6	-1.0	-1.2	i	-1.8
Cc1ccc(Nc2nc(NCc3cccs3)nc3ccsc23)c(C)c1	nt	13.1	-1.0	i	-3.1	-11.7	7.7	3.4	i	-0.9
O=C(COC(=O)c1ccc2c(c1)OCO2)Nc1ccccc1	-2.3	-0.3	5.3	i	2.7	1.1	-6.0	-4.0	i	-1.3

Outcome played no part in choosing rows; overall some 3.8% were active at least once.
